High-throughput results as filed in PubChem BioAssay.
Ec RNAP inh = Escherichia coli RNA polymerase inhibition; P0A8V2; 62,000 compounds, 0.2% hits; E. coli RNA polymerase, fluorescence transcription assay; inhibition, %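 (tested at 10 µM)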; in the data active means inhibition above about 20%;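 further: 0% = enzyme without compound and 100% = no enzyme blank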
S1P3 ag = agonists of human S1P3 receptor | 60,000 compounds, 0.1% hits | Q99500 | activation, % at 4.5 µM | S1P3 NFAT-BLA reporter cells, agonism, FRET ratio; relative to 1 µM S1P, basal subtracted | AID 373;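 active means activation above the screen-wide mean plus 3 SD, cut at about 4.5% in these data, passing the limit was not always enough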; further: some compounds called inactive have numbers as strong as hits
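Assay system: stable CHO line with human S1P3, Gα16, NFAT-BLA reporter; Detection: FRET β-lactamase substrate fluorescence, excitation 405 nm, 460/535 nm emission ratio, background-subtracted; Read-out: percent activation versus median 1 µM S1P response, basal-subtracted, per plate; Incubation: cells plated overnight, compound 4 h 37 °C, substrate 2 h RT.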
D1 mod = allosterically modulates the human D1 dopamine receptor | 58,000 compounds, 5.9% hits | B-score at 10 µM | HEK293 D1, CRE-luciferase, dopamine EC30 potentiation; actives deviate in either direction | P21728;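 active means luminescence count or its row- and column-corrected plate score outside the 99.7% band of the plate's sample wells, on either side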
Target sequence (P21728 whole entry, looked up): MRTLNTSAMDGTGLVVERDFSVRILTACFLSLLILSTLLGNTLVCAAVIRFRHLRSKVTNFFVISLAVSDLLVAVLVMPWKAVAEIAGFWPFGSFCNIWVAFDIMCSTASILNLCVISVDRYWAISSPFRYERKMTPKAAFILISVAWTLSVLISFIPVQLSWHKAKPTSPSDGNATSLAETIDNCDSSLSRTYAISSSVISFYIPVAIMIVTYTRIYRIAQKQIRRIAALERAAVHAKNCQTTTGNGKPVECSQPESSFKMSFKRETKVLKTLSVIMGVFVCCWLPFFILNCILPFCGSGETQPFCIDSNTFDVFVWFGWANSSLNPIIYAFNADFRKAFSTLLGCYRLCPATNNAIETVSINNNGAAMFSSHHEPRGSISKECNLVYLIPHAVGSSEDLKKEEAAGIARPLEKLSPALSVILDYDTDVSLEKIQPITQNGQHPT
M1 antag = M1 muscarinic receptor (rat) antagonism. P08482. CHO-M1 cells, Fluo-4 calcium, ACh EC80 antagonist mode; active compounds read low. B-score at 10 µM. 64,000 compounds, 3.4% hits. AID 628;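 active means calcium fluorescence response, raw or row-and-column corrected B-score, differing from the plate sample mean either way at a set confidence level, mostly lower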
Target sequence (P08482 whole entry, looked up): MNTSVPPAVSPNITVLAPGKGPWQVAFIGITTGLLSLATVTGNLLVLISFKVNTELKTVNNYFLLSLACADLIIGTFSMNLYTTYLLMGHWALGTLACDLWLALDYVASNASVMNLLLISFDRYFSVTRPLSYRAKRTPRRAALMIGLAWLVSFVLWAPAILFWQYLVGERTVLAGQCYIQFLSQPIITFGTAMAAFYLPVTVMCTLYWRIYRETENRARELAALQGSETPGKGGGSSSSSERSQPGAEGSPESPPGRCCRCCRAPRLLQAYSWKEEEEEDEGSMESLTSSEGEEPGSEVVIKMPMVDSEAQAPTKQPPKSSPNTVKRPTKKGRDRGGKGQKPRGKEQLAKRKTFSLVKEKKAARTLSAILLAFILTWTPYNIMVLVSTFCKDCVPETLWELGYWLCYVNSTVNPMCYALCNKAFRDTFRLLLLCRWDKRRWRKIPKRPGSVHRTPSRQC
Jurkat viability = reduces viability or proliferation of Jurkat cells | Jurkat E6.1 viability, ATP luminescence, 48 h | inhibition, % at 4 µM | 56,000 compounds, 1.2% hits | AID 463;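 active means inhibition above the mean inhibition of all tested compounds plus 3 SD, cut at about 28% in these data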
TNAP act mid DEA = activators of human TNAP at intermediate phosphate acceptor. purified TNAP, CDP-star luminescence, 100 mM DEA, 30 min; active compounds read high; scale: 0 levamisole-inhibited, 1 vehicle-only enzyme. activation factor at 20 µM. 64,000 tested, under 10 active;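 active means activation factor of at least 2 at 20 µM, relative to controls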
M1 ag = agonists of M1 muscarinic receptor | AID 626 | B-score at 10 µM | CHO-M1 cells, Fluo-4 calcium fluorescence, agonist mode; active compounds read high | 64,000 compounds, 3% hits;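 active means fluorescence rise, raw or as B-score row- and column-corrected plate score, outside the 99.7% band of its plate's samples, either direction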
HEK293 NFkB inh = lowers PMA/ionomycin-induced NF-kB signal in HEK293 cells. HEK-293 NF-kB luciferase reporter, luminescence. inhibition, % at 3 µM. 62,000 compounds, 0.21% hits. AID 465;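 active means inhibition above the mean of all tested compounds plus 3 SD, cut at about 40% in these data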;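 further: 0% = stimulated DMSO wells and 100% = 10 µM reference inhibitor 5653914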
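Timing: 1 h pretreatment, 16 h stimulation, 37 °C; system: HEK-293 cells with stable firefly luciferase reporter driven by four HIV NF-kB elements; doses: 3 µM once, 0.30% DMSO; measured by: luciferase luminescence; control set: DMSO and 10 µM reference inhibitor; repeats: single test; reagent: PMA plus ionomycin mix as NF-kB-activating stimulus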
S1P1 ag pot = S1P1 (human) agonism or agonism potentiation | P21453 | S1P1 CRE-bla cells, forskolin, beta-lactamase FRET, potentiator mode; S1P1 agonist co-added at EC20, 2 nM; 100% = saturating reference agonist, 0% = basal | activation, % at 9.5 µM | 56,000 compounds, 0.57% hits | AID 449;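 active means activation above a cutoff set at the mean activation of all tested compounds plus 3 SD, cut at about 54% in these data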;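 further: forskolin at 4 µM as EC80 and the EC20 agonist is SEW2871; 100% = SEW2871 at its EC100 plus forskolin at EC80; some compounds past the cut are filed as inactive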
Numbers without * were called inactive; · = not tested or not shown.

The line under a structure holds: Ec RNAP inh	S1P3 ag	D1 mod	M1 antag	Jurkat viability	TNAP act mid DEA	M1 ag	HEK293 NFkB inh	S1P1 ag pot
c1csc(-c2csc(-c3cccs3)n2)c1
  0	0.4	0.79	0.26	6	0.9	-0.00053	3	11
COC(=O)c1ccccc1N(Cc1ccccc1)S(C)(=O)=O
  6	-0.8	-0.051	1.2	5	1	0.16	10	·
CCOC(=O)CSc1nnc(CNC(=O)c2ccc(OC)cc2)n1Cc1ccccc1
  0	1.1	0.15	0.16	-11	0.9	0.22	2	-7
N#CC1=C(N)OC2=C(C(=O)CCC2)C1c1ccsc1 (configuration not stated)
  12	0.0	1.1	-0.05	-4	0.9	-0.84	13	-8
NC(=O)c1ccc(C2SCC(=O)N2Cc2ccccc2)cc1 (configuration not stated)
  3	1.0	-0.26	-0.32	-14	0.9	-0.3	0	-14
CCOC(=O)N1CCC(NC(=O)Cn2ncc3ccccc32)CC1
  2	-0.3	0.18	0.48	3	0.9	0.77	12	-7
CCN1C(=O)CSc2ccc(C(=O)NC3CCCCC3)cc21
  8	-0.4	-0.086	0.098	-2	0.9	-0.56	18	1
CCOc1ccc(C2/C(=C(\O)c3ccc(OC)c(OC)c3)C(=O)C(=O)N2c2cc(C)on2)cc1OC (configuration not stated)
  -10	-1.0	-0.51	-0.14	2	0.9	-0.5	6	0
COc1ccc(-c2nc(C#N)c(NCCCN(C)C)o2)cc1OC
  0	0.5	-0.68	-0.55	-6	0.8	0.59	9	-19
COc1ccc(N2CCN(C(c3ccccc3)c3sc4nc(C)nn4c3O)CC2)cc1 (configuration not stated)
  7	-0.7	0.86	0.16	2	0.9	0.12	20	5
COc1ccccc1NC(=O)Nc1c(C)n(C)n(-c2ccccc2)c1=O
  3	-0.1	-0.67	-0.71	-8	1.1	0.88	-5	-9
CCCCn1c(SCC(=O)N(CC)C2CCS(=O)(=O)C2)nnc1C(CC)N(C)C (configuration not stated)
  -8	0.3	-0.059	-0.16	0	0.9	0.41	15	-17
CN=C(Nc1cc(C)nn1-c1ccccc1)c1ccccc1
  8	-0.6	0.045	0.46	8	0.9	0.13	19	-6
Cc1ccc(S(=O)(=O)NC(=O)NCc2ccccn2)cc1
  6	-1.6	-0.9	-0.07	7	0.9	-0.55	0	11
Cc1ccc(CSc2nnc(-c3ccccn3)n2C)cc1
  2	-1.3	1	0.6	6	0.9	0.032	-10	10
COc1cccc(NC(=O)C2CC(=O)N(C)C(=Nc3cccc(F)c3)S2)c1 (configuration not stated)
  11	-0.3	0.26	2	11	0.9	-0.59	30	3
COc1cc(C(=O)Nc2ccc(S(=O)(=O)N3CCCCC3C)cc2)cc(OC)c1OC (configuration not stated)
  5	-0.2	-1.4	0.69	-7	1	0.5	2	-27
O=C(/C=N\O)NCCCNCc1ccccc1
  5	0.4	-0.1	-0.073	-3	1	0.47	14	-8
O=C(CN1C(=O)c2ccccc2S1(=O)=O)N1CCc2ccccc21
  8	-0.5	-3.7*	0.59	8	1	0.19	59*	-2
C/C(=N\O)C1(C)N(O)C(C)(C)C(c2ccc(Br)cc2)=[N+]1[O-] (configuration not stated)
  2	0.0	·	0.36	-9	0.9	0.53	9	-4
CCOC(=O)C1CCN(CC(=O)c2c(C)[nH]c3ccccc23)CC1
  5	-0.6	-1.9	-0.26	2	0.9	0.042	-4	-4
Cc1nc2ccccc2n1CC(=O)NCc1ccccc1
  4	-0.7	0.063	-0.41	41*	1	0.24	18	24
CCCC(NC(=O)c1ccccc1)c1nc2ccccc2n1Cc1ccc(C(=O)OC)o1 (configuration not stated)
  2	-0.3	0.93	0.77	-4	0.9	-0.094	17	-21
COc1ccc(S(=O)(=O)N2CCN(C(=O)CCC3CCCC3)CC2)cc1
  4	-1.3	1.7	-0.1	2	1	-0.22	1	·
N#CC(C#N)=c1ccc2c(c1)NC1(CCCCC1)N=2
  2	-2.2	-0.7	0.085	42*	0.7	2.1	26	12
CSc1ccccc1C(=O)Nc1cccc(C(C)O)c1 (configuration not stated)
  9	0.4	-0.73	1.1	-8	1	0	5	-22
COC(=O)c1cc(COC(=O)c2ccc(OC)c(S(=O)(=O)N3CCCC3)c2)oc1C
  9	-0.4	0.33	-0.21	6	0.9	1.1	4	-17
O=C(Nc1ccccn1)NC1CCS(=O)(=O)C1 (configuration not stated)
  9	-0.8	-1	0.00059	-1	0.9	0.64	7	-8
CCCOC(=O)Nc1cc(OC)c(Cl)cc1OC
  2	-0.4	0.033	0.71	-7	0.9	1.4	1	-15
Cc1cc(C)c(NC(=O)C2CCCN2CCO)c(C)c1 (configuration not stated)
  1	-1.1	0.12	0.22	2	0.9	2*	8	-12
Cc1[nH]c2ccc(C(=O)OCCN(C)C)cc2c1C
  ·	-0.2	-4*	-0.35	1	·	-0.63	4	2
CCCCCOC(=O)C1C2C=CC3(CN(c4ccccc4C)C(=O)C13)O2 (configuration not stated)
  7	-1.6	-0.34	0.57	-1	1	0.45	18	-8
Cc1ccc2nc(NC(=O)C3CCCN(S(=O)(=O)c4cccc5nsnc45)C3)sc2c1 (configuration not stated)
  5	-0.7	0.23	-0.25	0	0.9	0.23	20	12
COc1ccc(CNC(=O)C(c2ccco2)N(Cc2cccs2)C(=O)Cc2cccs2)cc1 (configuration not stated)
  4	-0.2	0.98	-0.095	2	0.9	-0.58	12	12
Cc1c(CN(C)C)c2c(n1C)C(=O)c1ccc(Br)cc1-2
  1	-0.5	·	0.29	-8	0.8	0.034	8	-7
COc1nc(NCc2ccco2)nc(N2CCC(C)CC2)n1
  1	-0.2	10*	-0.36	-7	0.9	0.38	8	-3
CCc1ccc(OCCCC(=O)O)c(Br)c1
  15	-1.2	0.13	0.12	-8	1	-0.52	6	-13
Cc1[nH]n2c(=O)c(C#N)c(-c3ccccc3)nc2c1-c1ccccc1
  6	0.0	-0.11	0.62	-9	0.9	1.6	-10	-1
CCN1C(=O)OC2(CCCCC2)C1(C)O (configuration not stated)
  -1	1.6	-0.4	1.1	-8	0.9	0.37	-6	-1
CCS(=O)(=O)N1CCC(C(=O)NCCCN2CCCCCC2)CC1
  6	-0.5	0.18	·	4	0.9	·	16	4

2 entries picked at random from those above, as already listed:
The line under a structure holds: Ec RNAP inh	S1P3 ag	D1 mod	M1 antag	Jurkat viability	TNAP act mid DEA	M1 ag	HEK293 NFkB inh	S1P1 ag pot
CCOC(=O)C1CCN(CC(=O)c2c(C)[nH]c3ccccc23)CC1
  5	-0.6	-1.9	-0.26	2	0.9	0.042	-4	-4
CCCOC(=O)Nc1cc(OC)c(Cl)cc1OC
  2	-0.4	0.033	0.71	-7	0.9	1.4	1	-15

Next part
The line under a structure holds: Ec RNAP inh	S1P3 ag	D1 mod	M1 antag	Jurkat viability	TNAP act mid DEA	M1 ag	HEK293 NFkB inh	S1P1 ag pot
COc1ccc(-c2nnc3ccc(SCC(N)=O)nn23)cc1OC
  2	1.0	-0.082	1.1	-2	0.9	-0.78	11	-5
C=CCn1c(=O)c2ccccc2n2c(SCC(=O)Nc3cc(C)on3)nnc12
  6	1.1	4.6	-0.19	6	0.9	-0.1	5	-24
Cc1ccc(CCNC(=O)C2CCC(=O)N2C(C)C)cc1 (configuration not stated)
  2	-0.4	-0.17	0.68	-6	0.9	-0.059	8	8
O=C(OCCN1C(=O)c2ccccc2C1=O)c1cc(S(=O)(=O)N2CCOCC2)ccc1Cl
  12	-0.2	3.4*	0.26	2	1	3.7*	26	5
CCCC(=O)c1cc(-c2nc3ccccc3n2C)n(C)c1
  10	0.7	-0.04	0.017	-3	0.9	-1.3	-2	-15
CCCCOC(=O)Nc1nc(C)c(C(=O)OCC)s1
  6	·	0.0084	0.35	·	0.9	0.7	8	·
COc1ccc(C(=O)c2no[n+]([O-])c2C(=O)c2ccc(OC)cc2)cc1
  9	-0.3	-0.4	-0.26	-2	0.9	1.6	5	-7
COc1ccc(-n2nnnc2SCC(=O)c2cccc(OC)c2)cc1
  9	-0.7	0.2	-0.13	-2	0.9	-0.18	3	11
CC(C)COC(=O)C1C2C=CC3(CN(C(C)c4ccc(Br)cc4)C(=O)C13)O2 (configuration not stated)
  10	0.1	0.27	-0.2	1	0.9	0.46	15	4
CCCCn1c(-c2ccccc2)nc2c(=O)n(C)c(=O)[nH]c21
  11	-0.9	0.44	-0.073	7	0.9	0.3	6	3
COc1ccc(S(=O)(=O)N(CC(=O)Nc2cc(C)on2)Cc2ccccc2)cc1
  5	-0.7	-0.21	0.11	2	0.9	-0.00077	14	15
Cc1c(NC(=O)c2cc(=O)[nH]c(=O)[nH]2)c(=O)n(-c2ccccc2)n1C
  8	·	-0.28	-0.8	·	1	-0.14	11	·
CCOC(=O)N1CCN(C(=O)CNS(=O)(=O)c2cccs2)CC1
  3	·	-0.68	0.53	·	1	0.24	7	·
COc1ccc2nc(SCC(N)=O)cc(C)c2c1
  6	-0.8	-0.46	0.26	-7	0.9	0.43	21	7
CCc1c(C)nc2ncnn2c1N1CCC(C(=O)N2CCN(c3ccc(F)cc3)CC2)CC1
  ·	-0.1	-0.65	-0.13	1	0.9	1.4	4	2
Cc1c(CCC(=O)O)c(=O)oc2cc3occ(-c4ccc(F)cc4)c3cc12
  9	-0.7	1.3	0.97	2	0.9	-0.19	-10	-18
CCC(=O)Nc1ccc(Oc2ccc3c(c2)C(=O)NC3=O)cc1
  12	-0.3	1.2	-0.17	-5	0.8	0.87	0	3
Cc1cc(S(=O)(=O)NCCN(C)C)c(C)s1
  2	0.0	-0.54	0.012	-3	1	0.37	17	7
CC1(C)OC(=O)N(c2ccccn2)C1(C)O (configuration not stated)
  5	0.3	-0.44	0.1	2	1	0.54	12	-9

Filtered by structure: the entries above with a halogen
The line under a structure holds: Ec RNAP inh	S1P3 ag	D1 mod	M1 antag	Jurkat viability	TNAP act mid DEA	M1 ag	HEK293 NFkB inh	S1P1 ag pot
COc1cccc(NC(=O)C2CC(=O)N(C)C(=Nc3cccc(F)c3)S2)c1 (configuration not stated)
  11	-0.3	0.26	2	11	0.9	-0.59	30	3
C/C(=N\O)C1(C)N(O)C(C)(C)C(c2ccc(Br)cc2)=[N+]1[O-] (configuration not stated)
  2	0.0	·	0.36	-9	0.9	0.53	9	-4
CCCOC(=O)Nc1cc(OC)c(Cl)cc1OC
  2	-0.4	0.033	0.71	-7	0.9	1.4	1	-15
Cc1c(CN(C)C)c2c(n1C)C(=O)c1ccc(Br)cc1-2
  1	-0.5	·	0.29	-8	0.8	0.034	8	-7
CCc1ccc(OCCCC(=O)O)c(Br)c1
  15	-1.2	0.13	0.12	-8	1	-0.52	6	-13
O=C(OCCN1C(=O)c2ccccc2C1=O)c1cc(S(=O)(=O)N2CCOCC2)ccc1Cl
  12	-0.2	3.4*	0.26	2	1	3.7*	26	5
CC(C)COC(=O)C1C2C=CC3(CN(C(C)c4ccc(Br)cc4)C(=O)C13)O2 (configuration not stated)
  10	0.1	0.27	-0.2	1	0.9	0.46	15	4
CCc1c(C)nc2ncnn2c1N1CCC(C(=O)N2CCN(c3ccc(F)cc3)CC2)CC1
  ·	-0.1	-0.65	-0.13	1	0.9	1.4	4	2
Cc1c(CCC(=O)O)c(=O)oc2cc3occ(-c4ccc(F)cc4)c3cc12
  9	-0.7	1.3	0.97	2	0.9	-0.19	-10	-18
